Compound activity (PubChem BioAssay)
DSG3 Ab inh = human desmoglein-3 autoantibody binding inhibition; DSG3-coupled beads, scFv-anti-DSG3-GFP binding, flow cytometry; active compounds read low; binding (percent of control), % at 10 µM; 310,000 compounds, 0.48% hits; AID 588358;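 active = binding more than 3 SD below its plate's average and above zero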;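 also: hits lower antibody fragment binding to DSG3; some compounds called inactive have numbers as strong as hits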
Mot1-301 SUMO = SUMOylation pathway inhibition by Mot1-301 growth rescue. S. cerevisiae Mot1-301 growth rescue, ATP luminescence, 38.5C; percent above DMSO median, 100 means doubled. growth rescue, % at 18.8 µM. 320,000 compounds, 1% hits. AID 2716;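 active = every valid replicate shows activation above 250% relative to neutral control wells; inactive = the rest, any valid replicate at or below 250%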;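 also: OY570 slx delta 5 strain wells were the positive control but not used for scaling; some compounds called inactive have numbers as strong as hits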
HTR5A ag = HTR5A agonism, opioid heterodimer counter-screen | P47898 | HTR5A agonist assay, luminescence, cell-based | activation, % at 9.3 µM | 340,000 compounds, 0.61% hits; in the data active = activation mostly above about 9.5%, no sharp cut-off; inactive = mostly below about 7.6%;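 also: 0% = cells with vehicle only and 100% = reference agonist; strong numbers were not always called active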
Target sequence (P47898 whole entry, looked up): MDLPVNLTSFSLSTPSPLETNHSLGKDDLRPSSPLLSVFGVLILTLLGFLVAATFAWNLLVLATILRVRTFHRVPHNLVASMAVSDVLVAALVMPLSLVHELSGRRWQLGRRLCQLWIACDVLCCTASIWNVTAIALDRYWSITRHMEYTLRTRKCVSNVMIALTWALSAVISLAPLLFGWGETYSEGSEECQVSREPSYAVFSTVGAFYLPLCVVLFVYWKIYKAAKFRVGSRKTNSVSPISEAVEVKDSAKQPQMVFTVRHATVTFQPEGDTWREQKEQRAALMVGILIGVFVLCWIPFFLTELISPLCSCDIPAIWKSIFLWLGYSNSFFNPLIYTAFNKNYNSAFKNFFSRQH
MOR-DOR inv ag = mu-delta opioid heterodimer inverse agonism; inhibition, % at 9.3 µM; 340,000 compounds, 0.21% hits; cell-based MOR-DOR heterodimer luminescence; P35372+P41143; in the data active = inhibition above about 22%, passing the limit was not always enough;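 also: 0% = cells with DMSO and 100% = wells without cells with DMSO; values of inactives mirror those of a sister screen read the other way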
PfHsp90 yeast 2 = inhibits growth of yeast expressing Plasmodium falciparum Hsp90; S. cerevisiae expressing PfHsp90, BacTiter-Glo ATP, 48 h; yeast lacking PDR1 and PDR3 efflux regulators; inhibition, % at 9.4 µM; 310,000 compounds, 0.32% hits; AID 504621;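 active = every replicate shows inhibition above about 80%, whatever the replicate mean, limit read from the data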;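 also: 0% = DMSO neutral controls and 100% = 20 µM radicicol positive controls; yeast relying on Plasmodium falciparum Hsp90 in place of its own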
E coli growth = bacterial growth inhibition, counter-screen for AddAB inhibitors. 330,000 compounds, 0.27% hits. E. coli V3065 growth, OD600 absorbance, 18 h. inhibition, % at 11.9 µM;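 active = inhibition above the campaign's mean inhibition across all tested compounds plus 3 SD, cut at about 9.9% in these data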;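 also: uninfected addAB+ strain grown without phage in ampicillin broth; 0% = DMSO wells and 100% = ciprofloxacin 0.95 µg/ml wells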
phage Ecoli inh = E. coli growth loss with phage present; growth absorbance; inhibition, % at 11.9 µM; 360,000 compounds, 0.26% hits; AID 651602; in the data active = inhibition above about 11%
MOR-DOR ag = agonists of human mu-delta opioid receptor heterodimerization; cells, OPRM1-OPRD1 heterodimerization, luminescence; AID 504326; P35372+P41143; 340,000 compounds, 0.3% hits; activation, % at 9.3 µM; in the data active = activation above about 18%;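 also: 0% = vehicle-treated cells and 100% = reference agonist; values of inactives mirror those of a sister screen read the other way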
PKA-R1A activ = PKA-R1A complex activation; P00514+P68181; PKA-R1A dissociation, Cy5-IP20 fluorescence polarization; scaled: DMSO 0%, 113 µM cGMP 100%; activation, % at 11.4 µM; 340,000 compounds, 0.083% hits;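 active = percent activation above the mean of all tested compounds plus 3 SD, cut at about 19% in these data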;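 also: higher means more PKAc released from R1A so a rise in polarization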
HTR5A inv ag = counter-screen for OPRM1-OPRD1 inverse agonists: human HTR5A inverse agonism; inhibition, % at 9.3 µM; 340,000 compounds, 0.083% hits; AID 504634; HTR5A cell line, luminescence; in the data active = inhibition mostly above about 23%, no sharp cut-off; inactive = mostly below about 18%;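 also: 0% = cells with DMSO and 100% = no-cell wells with DMSO; some compounds called inactive have numbers as strong as hits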
AddAB inh = less growth of phage-infected E. coli with AddAB | inhibition, % at 11.9 µM | E. coli expressing H. pylori AddAB, absorbance growth | 330,000 compounds, 0.29% hits; in the data active = inhibition above about 12%;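 also: 0% = vehicle wells of infected cells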
Starred values were filed as active, the others as inactive; i = inactive; x = no result given.

canonical_smiles | DSG3 Ab inh | Mot1-301 SUMO | HTR5A ag | MOR-DOR inv ag | PfHsp90 yeast 2 | E coli growth | phage Ecoli inh | MOR-DOR ag | PKA-R1A activ | HTR5A inv ag | AddAB inh
CC1(C)CC(=O)C(C=Nc2ccncc2)=C(O)C1 | 119 | -14 | -1 | 11 | 8 | -1.2 | -2.2 | -1.8 | 3 | -2 | 1.3
Cc1cc(C(=O)COC(=O)Cc2n[nH]c(=O)c3ccccc23)c(C)n1CC(F)(F)F | x | x | 2 | 7 | x | x | 3.8 | -1.1 | 2 | 13 | x
Cc1ccc(S(=O)(=O)Nc2ccc3cn[nH]c3c2)cc1 | 100 | -7 | 0 | 5 | 22 | -1.6 | 3.4 | -1.0 | -11 | 0 | 0.6
S=C(/N=c1/sccn1Cc1ccccc1)NC1CC1 | x | -17 | 1 | 9 | 2 | -0.3 | 1.9 | -1.4 | -2 | -5 | -0.7
O=[N+]([O-])c1cc(Br)ccc1C[n+]1ccccc1 | x | x | 4 | -6 | x | x | 1.5 | 1.0 | 4 | -14 | x
CC(NC(=O)CCCCCNC(=O)N1CCn2c1nc1ccccc12)c1ccccc1 (stereo unspecified) | 103 | -7 | x | x | -5 | 0.3 | 2.9 | x | -1 | x | 1.0
Cc1cc(Br)ccc1NC(=O)CNC(=O)CSc1nccn1C | 100 | 15 | 6 | 18 | -9 | 2.6 | -0.5 | -4.5 | -8 | -7 | 2.0
CCN(C(=O)CSc1nnc(C2CC2)n1-c1ccccc1)C1CCS(=O)(=O)C1 (stereo unspecified) | 110 | 3 | 3 | -5 | 24 | -1.0 | 1.7 | 1.2 | 0 | -8 | 3.8
Cc1cc2c(c(=O)n1CCN(C)C)C(c1ccncc1)C(C#N)=C(N)O2 (stereo unspecified) | 102 | x | 3 | 8 | -23 | 0.1 | 0.8 | -1.3 | -4 | -4 | 0.6
O=C(Nc1cccc(NC(=O)c2cc([N+](=O)[O-])ccc2Cl)n1)c1cc([N+](=O)[O-])ccc1Cl | 113 | 2 | 7 | -36 | 0 | 1.1 | x | 7.2 | -11 | 4 | -0.1
CCn1c(-c2cccs2)nc2ccccc21 | 101 | -8 | 2 | 11 | 12 | 2.3 | 3.0 | -1.9 | -17 | -5 | 1.8
COc1ccccc1-n1c(SCC(=O)NC2CCCCC2)nc2c(c1=O)SCC2 | 101 | -12 | -8 | 5 | 0 | 1.3 | 2.8 | -0.8 | 6 | 23 | -0.2
Cc1ccc(NC(=O)CN(c2ccc(C)cc2)S(=O)(=O)c2cccc3nonc23)cc1 | 98 | -15 | 0 | -8 | -11 | 0.9 | 1.6 | 1.3 | -7 | 16 | 0.2
Cc1ccc(C(=O)N2CC(C)CC(C)C2)cc1S(=O)(=O)N1CCCCC1 (stereo unspecified) | 110 | 53 | 1 | 17 | 4 | 0.0 | -1.3 | -4.3 | 3 | 5 | 0.8
CC1(C)CC(=O)C2=C(C1)OC(=O)CC2c1cccs1 (stereo unspecified) | 98 | 29 | 3 | 4 | 19 | -0.9 | 3.4 | -0.7 | 1 | 8 | 1.6
Cc1cccc(C(=O)OCC(=O)NC(=O)c2ccccc2)c1O | 100 | 257 | -6 | 3 | -7 | 0.9 | 5.9 | -0.5 | 1 | 14 | 3.2
Cc1cc(C(=O)N2CCC(C(N)=O)CC2)c(C)o1 | 102 | 4 | 2 | 13 | 1 | -0.2 | 0.5 | -3.4 | 4 | -4 | 1.6
CN(C)c1nc(N)c(C#N)c(C#N)c1C#N | 92 | x | -2 | 11 | -20 | x | -0.7 | -2.1 | -7 | 8 | x
CC1(C)Cc2nc(Cl)c(C(=O)O)cc2CO1 | 99 | 325 | x | x | -10 | 3.2 | 4.3 | x | x | x | 5.4
Cc1ccc(S(=O)(=O)N(C)Cc2ccccc2)cc1C(=O)N1CCCCC1 | x | 336* | 0 | 13 | 9 | 1.0 | 1.3 | -2.5 | -12 | -16 | 1.1
COc1ccc(C(=O)COC(=O)Cc2n[nH]c(=O)c3ccccc23)c(OC)c1 | 99 | 0 | 5 | 4 | 19 | 1.5 | 4.3 | -0.9 | -2 | 3 | -0.9
O=C(COC(=O)CNC(=O)c1ccc(F)cc1)NC1CCCc2ccccc21 (stereo unspecified) | 105 | 806 | -1 | 19 | 1 | 3.0 | 1.6 | -3.6 | -4 | 4 | 4.0
COCCNC(=O)C(NC(=O)C1CCCCC1)C12CC3CC(CC(C3)C1)C2 (stereo unspecified) | 93 | -9 | 6 | 7 | -20 | 2.8 | 3.7 | -1.3 | -9 | 12 | 3.6
CCOC(=O)c1cnc2nc(NCc3ccc(OCc4ccccc4)cc3)[nH]n2c1=O | 100 | -12 | 2 | 21 | -34 | -0.8 | 0.1 | -3.9 | -10 | -5 | 3.3
CC1=NN2C(=N)/C(=C\c3cc(C)n(-c4ccccc4)c3C)C(=O)N=C2S1 | 102 | 21 | 5 | 18 | -57 | -0.1 | 7.7 | -3.6 | -11 | -23 | -0.5
CC1(C)Cc2c(sc3c2c(=O)n(Cc2ccccc2)c2nncn32)CO1 | 98 | x | -3 | 17 | -20 | x | x | -3.6 | -3 | 6 | x
C[C@H](CO)N1C[C@H](C)[C@@H](CN(C)CC2CC2)Oc2c(NS(=O)(=O)c3ccccc3)cccc2C1=O | 99 | -2 | 5 | 6 | -8 | -1.1 | 0.3 | -1.1 | -19 | 4 | 0.4
O=C1CN2C(=Nc3ccc(Cl)cc3C2c2ccccc2)CN1 (stereo unspecified) | 71 | 73 | -1 | 15 | -3 | 0.6 | 1.1 | -2.5 | -3 | 24 | -1.9
O=C(Nc1nc2ccccc2s1)C1c2ccccc2Oc2ccccc21 | 104 | 12 | 3 | -44 | -41 | 1.2 | 2.6 | 8.3 | -9 | -7 | 0.9
O=C1CC(Nc2ccc(N3CCOCC3)cc2)C(=O)N1c1cccc(C(F)(F)F)c1 (stereo unspecified) | 99 | -5 | -1 | 4 | 6 | 0.4 | x | -0.8 | -1 | 4 | -0.1
COC(=O)c1[nH]c2ccc(F)cc2c1NC(=O)Nc1ccc(OC)cc1 | x | i | -3 | -96 | -24 | -2.5 | 2.3 | 23* | -2 | 8 | 2.7
CC(=O)Oc1ccc(Cl)cc1CN(C(C)=O)C1CCCCC1 | 89 | x | -3 | 6 | x | x | 1.3 | -1.2 | -5 | 11 | x
CCC(CC)NC(=O)Nc1ccccc1C | 113 | -11 | -10 | 15 | -7 | 1.3 | 1.3 | -3.3 | -3 | -2 | 0.1
Cn1ncc2c1ncn1nc(CCc3ccccc3)nc21 | 99 | 4 | -3 | 16 | 19 | -1.1 | 2.3 | -2.8 | -2 | -19 | -0.9
CCn1c(SCC(=O)c2cc(C)n(C)c2C)nnc1-c1ccccc1 | 94 | 0 | 0 | 11 | -15 | -1.4 | 3.3 | -2.3 | -10 | -30 | 1.9
CC(C)C12CN(C(=O)c3ccccc3[N+](=O)[O-])CC(C(C)C)(CN(C(=O)c3ccccc3[N+](=O)[O-])C1)C2=O | 112 | 53 | -3 | 2 | -26 | -0.2 | -2.9 | -0.5 | -7 | -12 | 0.3
CCOC(=O)N1CCN(C(=O)CS(=O)(=O)c2cn(Cc3cccc(F)c3)c3ccccc23)CC1 | 101 | -16 | -6 | -9 | x | -1.1 | -0.2 | 1.6 | -6 | 14 | 4.4
c1ccc(CN2CCC(Nc3nc(-c4cccs4)nc4ccccc34)CC2)cc1 | 105 | 129 | x | x | 0 | 1.2 | 4.9 | x | -9 | x | 1.8
O=C(c1ccc(COc2ccccc2)o1)N1CCN(S(=O)(=O)c2ccccc2Cl)CC1 | 98 | 5 | -6 | 4 | -13 | 0.0 | 1.0 | -0.7 | -5 | 22 | 3.4
COc1cccc(CNC(=O)CCNS(=O)(=O)c2ccc(Br)s2)c1 | 98 | 21 | 7 | -24 | 23 | 2.2 | 1.1 | 2.9 | 7 | -27 | -0.3
O=C(C1CC1)N1CCN(c2ccc([N+](=O)[O-])cc2)CC1 | 107 | -9 | x | x | x | 2.5 | 2.5 | x | x | x | -0.6
O=C(O)c1ccccc1C(=O)Nc1ccc(-c2csc(-c3ccccc3)n2)cc1 | 104 | 21 | 5 | -15 | -15 | -3.5 | -0.5 | 2.9 | 2 | -4 | -1.6
COc1cc(CN(C)CC2CCCN(CCc3cccc(C(F)(F)F)c3)C2)ccc1O (stereo unspecified) | 109 | 348 | 11 | -3 | 32 | -2.1 | 3.8 | 0.5 | -7 | -31 | 2.5
CC(=O)c1c(C(C)=O)c(C)n(-c2nc(-c3ccc(C)c(C)c3)c(C)s2)c1C | x | 37 | -4 | -11 | 61 | 1.4 | 1.8 | 1.7 | 3 | 20 | 2.2
COc1ccc(C2c3sc(=O)[nH]c3SC3C4CCC(C4)C23)cc1 (stereo unspecified) | 100 | 197 | 0 | 14 | 43 | 1.1 | 2.9 | -2.5 | 7 | 0 | 0.2
O=C(O)c1ccc(-c2nc(-c3ccc(Cl)cc3Cl)cs2)cc1 | 93 | 6 | 0 | -15 | -1 | -0.9 | 2.5 | 2.1 | 1 | 1 | 4.6
Cc1noc(C)c1S(=O)(=O)NCc1ccc(CN(C)C)cc1 | x | -9 | 11 | 2 | -6 | -2.5 | 2.2 | -0.4 | -10 | -31 | 0.9
O=C(C(c1ccccc1)c1ccccc1)N1CCN(CC(O)COc2ccccc2)CC1 (stereo unspecified) | 107 | 32 | 2 | -1 | x | -0.5 | 3.1 | 0.1 | -2 | 8 | 2.7
CCCCC(=O)NS(=O)(=O)c1ccc(NS(C)(=O)=O)cc1 | 98 | -7 | 6 | 15 | 13 | 0.8 | 4.6 | -2.9 | -2 | 3 | 1.4
COC(=O)c1nn(-c2ccccc2)c(Cl)c1/C=N/OC(=O)c1ccc(Cl)c(Cl)c1 | 99 | -8 | -3 | 10 | -6 | 1.5 | 4.3 | -1.6 | -6 | -3 | 1.9
COc1ccc(C(OC(=O)c2ccco2)C(=O)NCC2CCCO2)cc1 (stereo unspecified) | 105 | -11 | 4 | 14 | -10 | 1.0 | 0.2 | -2.3 | -13 | -7 | 2.9
O=C(CCS(=O)(=O)Cc1ccccc1)NC1CCCCC1 | 105 | 6 | 0 | -2 | 0 | 2.1 | 0.7 | 0.3 | 8 | -2 | 0.2
O=S(=O)(Nc1ccon1)c1cc(Cl)ccc1Cl | 103 | -2 | 1 | 5 | -6 | 0.5 | 0.9 | -1.0 | -4 | -18 | 0.7
CCOC(=O)Cc1csc(NC(=O)Cc2ccccc2[N+](=O)[O-])n1 | 107 | -8 | 2 | 15 | -23 | -0.5 | 4.7 | -3.1 | -5 | 6 | 1.5
